High-throughput results: PubChem BioAssay, Broad Institute
ERp5 block: inhibitors of ERp5-driven insulin aggregation, primary screen, biochemical, turbidity, absorbance 650 nm, single point; 350,000 compounds, 0.05% hits; inhibition, % at 9.99 µM; 90 min;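 active means mean replicate inhibition above about 25%, with every replicate also reaching it, limit read from the data, passing the limit was not always enough; inconclusive means only one of those two criteria met; inactive means neither criterion met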
Target sequence (Q15084 whole entry, looked up): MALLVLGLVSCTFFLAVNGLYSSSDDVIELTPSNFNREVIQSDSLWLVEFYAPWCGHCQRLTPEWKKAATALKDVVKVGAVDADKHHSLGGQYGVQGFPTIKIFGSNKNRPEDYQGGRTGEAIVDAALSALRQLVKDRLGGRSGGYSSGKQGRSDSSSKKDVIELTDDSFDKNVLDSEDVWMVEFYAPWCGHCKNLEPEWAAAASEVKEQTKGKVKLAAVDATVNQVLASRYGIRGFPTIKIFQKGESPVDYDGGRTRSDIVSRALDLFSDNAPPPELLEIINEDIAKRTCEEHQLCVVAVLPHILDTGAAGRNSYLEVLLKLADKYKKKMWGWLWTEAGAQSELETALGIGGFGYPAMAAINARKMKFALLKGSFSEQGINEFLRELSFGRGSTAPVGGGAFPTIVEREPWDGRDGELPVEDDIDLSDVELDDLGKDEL
DENV2 CPE: inhibitors of DENV2 cytopathic effect, primary screen, cell-based, plate reader, single concentration; 350,000 compounds, 1.7% hits; DENV2-infected cells, cytopathic effect rescue; CPE inhibition, % at 9.99 µM; in the data active means CPE inhibition above about 20%, passing the limit was not always enough; inconclusive means no clear call, values can overlap the other calls; tested in BHK-21 cells;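 further: 0% = median of neutral control wells and 100% = median of positive control wells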
E-sel inducer: E-selectin induction in HUVECs, primary screen, imaging, HUVEC, immunofluorescence imaging, single point; 260,000 compounds, 0.37% hits; normalized: neutral wells 0, TNF-alpha wells 100; activation, % at 7.58 µM; P16581;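 active means mean E-selectin-positive cell signal at least 10% of the positive control, reached in at least 60% of replicates, without over 20% cell loss; inconclusive means no rule given, readout overlaps actives, possibly toxicity-flagged; inactive means the rest, including those meeting only one limit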;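 further: in these data hits start at about 27%; measured in HUVEC primary endothelial cells; signal is the percent of cells scored E-selectin positive by PE staining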
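material = human umbilical vein endothelial cells (HUVEC), E-selectin induction | quantity = 3,000 cells/well | medium = EGM-2 growth medium on 0.1% gelatin-coated wells | technique = immunofluorescence imaging | read-out basis = % PE-positive cells | control set = TNF-alpha positive control, DMSO neutral control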
C2C12 statin: suppressors of statin myotoxicity in C2C12 myotubes, primary screen, cell-based, single point, plate reader; C2C12 myotubes + simvastatin, ATP luminescence, 48 h; scaled: DMSO 0, geranylgeraniol control 100; rescue of ATP level, % at 7.49 µM; 330,000 compounds, 0.78% hits; AID 602340, 2012;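 active means mean ATP rescue above about 67%, or every replicate alone reaching that limit, limit read from the data, passing the limit was not always enough; inconclusive means no clear call, values can overlap the other calls; inactive means mean under the limit and some replicate under it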;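 further: myotubes were challenged with 10 µM simvastatin during compound exposure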
SIRT5 block: SIRT5 desuccinylase inhibitors, primary screen, biochemical, fluorescence imaging, single point, set 5; inhibition, % at 15 µM; NAD-dependent protein deacylase sirtuin-5, mitochondrial (Homo sapiens), Q9NXA8; Purified SirT5, succinyl-peptide AMC, trypsin-coupled fluorescence; 330,000 compounds, 1.1% hits; in the data active means inhibition above about 15%; inconclusive means no clear call, values can overlap the other calls
Target sequence (Q9NXA8 whole entry, looked up): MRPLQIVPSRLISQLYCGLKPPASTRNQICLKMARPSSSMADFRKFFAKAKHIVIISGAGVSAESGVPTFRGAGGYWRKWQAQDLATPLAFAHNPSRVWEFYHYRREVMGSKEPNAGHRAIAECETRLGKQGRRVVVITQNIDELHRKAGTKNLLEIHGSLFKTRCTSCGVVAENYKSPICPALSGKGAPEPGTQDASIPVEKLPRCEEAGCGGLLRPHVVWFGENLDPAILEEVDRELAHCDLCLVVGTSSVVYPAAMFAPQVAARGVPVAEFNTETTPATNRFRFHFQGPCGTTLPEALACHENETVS
PglD inh: C. jejuni PglD acetyltransferase inhibitors, primary screen, biochemical, DTNB colorimetric, single point. purified PglD enzyme, DTNB colorimetric CoA detection. inhibition, % at 12.5 µM. 360,000 compounds, 0.098% hits; in the data active means inhibition above about 16%, passing the limit was not always enough; inconclusive means no clear call, values can overlap the other calls; further: strong numbers were not always called active
S100A4 inh HTS: inhibitors of S100A4-myosin IIA peptide binding, primary screen, biochemical, fluorescence polarization, TAMRA-MyoIIA peptide. Protein S100-A4 (Homo sapiens), P26447. inhibition, % at 10.7 µM. 360,000 compounds, 0.14% hits. AID 652163, 2013;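 active means mean inhibition of at least 70% across replicates, with every replicate also reaching that level; inconclusive means mean inhibition reaches 70% but some replicates fall short; inactive means mean inhibition below 70%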
Target sequence (P26447 whole entry, looked up): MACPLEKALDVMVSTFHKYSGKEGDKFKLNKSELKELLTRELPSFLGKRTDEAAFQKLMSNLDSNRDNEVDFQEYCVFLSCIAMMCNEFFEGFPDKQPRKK
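Test system: S100A4 monomer protein; Medium: HEPES pH 7.2 with CaCl2, KCl, NaCl, DTT, Triton; Probe or stimulus: TAMRA-labelled myosin IIA heavy-chain peptide probe, 5 nM; Doses: one dose per compound; Times: polarization read 5 min after assay mix addition, stable 5–60 min; Benchmarks: neutral control DMSO, positive control TFP.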
* hit, by the source's call; ? = inconclusive; nt = not tested or not shown; & = joins results of further samples. Not all compounds are listed, so the mix of outcomes need not match the whole.

SMILES | ERp5 block | DENV2 CPE | E-sel inducer | C2C12 statin | SIRT5 block | PglD inh | S100A4 inh HTS
C[C@@H]1CN([C@@H](C)CO)S(=O)(=O)c2ccc(C3=CCCCC3)cc2O[C@@H]1CN(C)S(=O)(=O)c1ccc(F)cc1 | -1 | -5 | 0.4 | -16 | 22* | -3 | 8
Cc1cccc(N2CCN(C(=O)c3cc4cc(F)ccc4[nH]3)CC2)c1C | -2 | nt | nt | 22 | -3 | -2 | 9
CSCCC(NS(=O)(=O)c1ccccc1)C(=O)OC(C)C(=O)Nc1ccc(Cl)cn1 (stereo not drawn) | 4 | -7 | -0.2 | 6 | -1 | 4 | -1
N#C/C(=C\c1ccc(-c2ccccc2[N+](=O)[O-])o1)C(=O)N1CCOCC1 | 1 | 5 | nt | nt | nt | nt | 2
COc1ccc(OCC(=O)NNc2nc3ccccc3s2)cc1 | 2 | ? | nt | 8 | -2 | 3 | 7
COCC(=O)NC[C@@H]1[C@@H](c2ccc(C3=CCCC3)cc2)[C@@H](CO)N1C(C)=O | -3 | -3 | -0.1 | 5 | -3 | -1 | -10
COc1ccc(C(=O)N2CCCCC2c2cc(C(=O)NCc3cccnc3)no2)cc1 (stereo not drawn) | 3 | 33* | -0.1 | 3 | 2 | 3 | -2
N#Cc1cc(C#N)c(SCC(=O)NCC2CCCO2)nc1N (stereo not drawn) | -6 | -2 | nt | 5 | -2 | nt | -1
COc1ccc(S(=O)(=O)Nc2ccc3c(c2)C(=O)N([C@H](C)CO)C[C@H](C)[C@H](CN(C)S(=O)(=O)c2ccccc2)O3)cc1 | 11 | -8 | -0.4 | -15 | 2 | 0 | 1
CCOc1ccc(Nc2nc(Nc3ccc(O)cc3)nc(C)c2[N+](=O)[O-])cc1 | -9 | -5 | 0.0 | nt | 1 | nt | 0
CCN1C(=O)[C@@H]2[C@@H](c3ccc(-c4ccc(C(C)=O)cc4)cc3)N3CCC[C@@]3(C(=O)OC)[C@@H]2C1=O | 6 | 12 | -0.1 | 8 | -4 | 4 | -15
COc1ccc(NS(=O)(=O)c2ccc(NC(=O)c3ccc(CN4CCOCC4)cc3)cc2)cc1 | 0 | -2 | nt | 1 | -2 | 5 | 3
Cc1ccc(CNc2ncnc3c2cnn3C2CCCCO2)cc1 (stereo not drawn) | 8 | ? | -0.1 | -2 | nt | 0 | 0
O=C(c1cccnc1)N1CCCCN2[C@H](C1)[C@H](c1ccc(C#Cc3ccccn3)cc1)[C@@H]2CO | -1 | -1 | -0.2 | -5 | 0 | 3 | -5
O=C(NNc1nccc(C(F)(F)F)n1)Nc1cccc(Cl)c1 | -4 | nt | nt | -18 | -2 | 2 | -6
CCC(C)(C)NC(=O)CN(C(=O)c1csnn1)c1cccc2c1CCCC2 | 7 | -5 | 22 | 0 | nt | nt | 0
C[C@H]1CN([C@@H](C)CO)C(=O)c2cc(NC(=O)c3ccncc3)ccc2O[C@@H]1CN(C)C(=O)Nc1ccc(F)cc1 | -4 | -5 | -1.6 | 5 | 0 | 5 | 31
Cc1csc(NC(=O)c2cccnc2Cl)n1 | -2 | -1 | 3.3 | -6 | -2 | 6 | 7
C/C(=N\Nc1ccc2nncn2n1)c1ccc(Cl)s1 | 2 | -2 | 0.1 | nt | 1 | 0 | 4
C[C@@H]1CN([C@H](C)CO)C(=O)c2cc(NS(=O)(=O)c3ccccc3)ccc2O[C@@H](C)CCCCO[C@H]1CN(C)Cc1ccccc1 | 6 | -12 | 0.3 | nt | -1 | -3 | 11
CCCc1n[nH]c(=O)c2c1nnn2Cc1ccccc1F | 1 | -3 | nt | 5 | -2 | -2 | 6
Cc1ccc(C)c(NC(=S)N(C)CCO)c1 | 5 | 3 | nt | nt | 0 | nt | 5
c1ccc(N2CCN(c3nc4ccccc4n4cnnc34)CC2)cc1 | -2 | -1 | 0.3 | nt | 2 | -2 | 4
O=C1C(C2=NC(c3ccccn3)C3C(=O)N(c4ccc(OC(F)(F)F)cc4)C(=O)C23)=C(O)c2ccccc21 (stereo not drawn) | -4 | 0 | 0.0 | nt | -3 | nt | 2
C[C@H]1CN([C@@H](C)CO)C(=O)Cc2cc(N(C)C)ccc2O[C@@H]1CN(C)C(=O)Nc1ccccc1 | -1 | 16 | nt | -22 | nt | -1 | 37

Going on with the list.
SMILES | ERp5 block | DENV2 CPE | E-sel inducer | C2C12 statin | SIRT5 block | PglD inh | S100A4 inh HTS
COc1cc2[nH]c(Cl)c([N+](=O)[O-])c2cc1OC | -1 | -4 | -0.4 | -8 | -1 | -1 | -4
CC(=O)Nc1ccc(S(=O)(=O)N2c3ccc(F)cc3CCC2C)cc1 (stereo not drawn) | 4 | 1 | -0.7 | nt | -2 | 1 | -2
CNS(=O)(=O)c1ccc(N=Cc2c(C)[nH]n(-c3ccc(C)cc3C)c2=O)cc1 | -3 | 0 | nt | nt | -1 | -2 | -5
O=C(NCCCCc1ccccc1)c1cccc(NC(=O)C2CCC2)c1 | -1 | 14 | 1.0 | 7 | -2 | 0 | -3
COc1ccc(NC(=O)COC(=O)CCc2cc(OC)c(OC)c(OC)c2)c([N+](=O)[O-])c1 | -3 | -5 | nt | 5 | 1 | -2 | 0
Cc1ccc(S(=O)(=O)N2C[C@@H](O)COC[C@@H]3O[C@H](CC(=O)NCc4ccc(Cl)c(Cl)c4)CC[C@H]32)cc1 | 1 | -9 | 0.2 | 7 | 0 | 6 | 3
CCO[C@@H]1OC(C(=O)Nc2ccccc2)=C[C@H](c2ccc3c(c2)OCO3)[C@H]1CCCO | -2&9 | -4&-11 | -0.1 | 7 | 0 | 3&0 | 3&-5
COc1ccc2c(C)cc(SCC(=O)Nc3nsc(-c4ccc(C)cc4)n3)nc2c1 | -3 | 3 | 0.0 | -3 | nt | -1 | 34
C[C@H]1CN([C@@H](C)CO)C(=O)c2cc(-c3ccc(C(=O)N(C)C)cc3)cnc2O[C@@H]1CN(C)C(=O)c1ccncc1 | -1 | -7 | 0.0 | 6 | 3 | 4 | -6
CCCC#Cc1cnc2c(c1)C(=O)N([C@@H](C)CO)C[C@H](C)[C@@H](CN(C)C(=O)NCCC)O2 | 4 | -8 | 0.3 | 14 | 0 | -3 | 7
Cc1cc(C)c2cc(C=O)c(Cl)nc2c1 | -2 | 2 | nt | nt | nt | nt | -1
COc1ccc(S(=O)(=O)N(C)C[C@@H]2Oc3ccc(NC(=O)Cc4ccccc4)cc3CC(=O)N([C@H](C)CO)C[C@@H]2C)cc1 | 2 | 2 | 0.0 | -13 | -3 | 1 | -4
CCOC(=O)c1sc(S(C)(=O)=O)c2c1CC(C)(C)C/C2=N/O | -4 | -7 | nt | nt | 7 | 7 | 4
COc1cccc(CNC(=O)CC2C(=O)NCCN2Cc2ccoc2)c1OC (stereo not drawn) | 8 | -2 | 1.8 | -2 | -5 | 4 | -3
COc1cccc(-c2ccc3c(c2)O[C@H](CN(C)Cc2cccnc2)[C@@H](C)CN([C@@H](C)CO)S3(=O)=O)c1 | 6 | 6 | 0.3 | -60 | 8 | -10 | 0
COc1ccc(Nc2nc(NCCN3CCOCC3)nc(Nc3ccc(OC)cc3)n2)cc1 | 3 | -1 | nt | -16 | 3 | 1 | 2
COc1ccc(-c2cnc3c(c2)C(=O)N([C@H](C)CO)C[C@H](C)[C@H](CN(C)C(=O)NC2CCCC2)O3)cc1 | 1&5 | 2&5 | -5.9 | -5&-7 | 6&4 | 5&3 | 14&3
CO[C@H]1CN(C)C(=O)c2ccc(NC(=O)NC(C)C)cc2OC[C@@H](C)N(C(=O)NC(C)C)C[C@@H]1C | 3 | 6 | 0.1 | 1 | -5 | 0 | -7
COc1ccc(OC)c(NC(=O)CNC(c2ccccc2)c2ccccc2)c1 | 3 | -1 | 0.4 | -4 | -1 | 5 | -2
CCC(=O)N(C)C[C@H]1Oc2cc(C#CC(C)C)ccc2S(=O)(=O)N([C@@H](C)CO)C[C@@H]1C | -1 | -8 | -0.1 | 11 | 0 | 1 | 6
COc1cccc(NC(=O)CN(C)C(=O)c2cc(CN3C(=O)c4ccccc4C3=O)ccc2OC)c1 | 0 | ? | -1.9 | 13 | 2 | nt | -3
C[C@@H]1CN([C@@H](C)CO)C(=O)c2cccc(NC(=O)Nc3ccc4c(c3)OCO4)c2O[C@H]1CN(C)C | -1 | 15 | nt | -6 | -4 | 1 | 0
CCOC(=O)C1=C(C)NC(=S)NC1c1ccc(OCC(=O)N2CCCCCC2)c(OC)c1 (stereo not drawn) | -1 | -1 | nt | -29 | 2 | -2 | 3
CCS(=O)(=O)N(C)C[C@@H]1N[C@H](CO)[C@@H]1c1ccc(C#CC(C)C)cc1 | -6 | -1 | -0.2 | nt | -1 | nt | -20
CCOc1ccc(C2C(C(=O)Nc3ccc(F)cc3)=C(C)Nc3nc(CCCO)nn32)cc1 (stereo not drawn) | 1 | 1 | 0.0 | -11 | -4 | -2 | -2

Later entries.
SMILES | ERp5 block | DENV2 CPE | E-sel inducer | C2C12 statin | SIRT5 block | PglD inh | S100A4 inh HTS
COc1cc(CNC2CCCC2)c(Br)cc1OC1CCCC1 | 6 | nt | nt | nt | -7 | nt | 2
Cc1ccc(NC(=O)N/C=C/c2ccco2)cc1 | nt | nt | -0.9 | 3 | nt | -13 | nt
CCCCCCCCN1C(=O)[C@H](CC(=O)NCCCCc2ccccc2)C[C@@]2(C(=O)OC)CCCCC=C12 | 1 | -5 | nt | nt | 1 | nt | -1
CS(=O)(=O)N(CC(=O)Nc1ccc2c(c1)OCO2)c1ccccc1 | -4 | nt | nt | -16 | 3 | 5 | 2
C[C@@H]1CCCCO[C@@H](CN(C)C(=O)NC2CCCCC2)[C@@H](C)CN([C@@H](C)CO)C(=O)c2cc(NC(=O)c3ccccc3)ccc2O1 | 9 | -10 | -0.2 | nt | 2 | nt | -10
CN(NC(=O)Nc1ccc(Cl)cc1)c1c(Cl)c(Cl)nn1C | -1 | 14 | nt | nt | 2 | -6 | 4
Cc1ccc(S(=O)(=O)N2CCCCC2CCNC(=O)C(=O)NCc2ccccc2C)cc1 (stereo not drawn) | 0 | -10 | nt | -14 | -6 | -4 | -9
Cc1ccc(NC(=O)CSc2nc3ncc(Cl)cc3[nH]2)c(C)c1 | 4 | 1 | nt | 0 | 0 | -6 | -6
CCCC(=O)N1CCC2(CC1)CN(Cc1nccs1)[C@H](CO)c1[nH]c3cc(OC)ccc3c12 | 6 | 10 | 0.3 | nt | 3 | nt | 14
Cc1nc(C)c(-c2nnc(-c3ccccc3Cl)o2)cc1C(=O)NN | -8 | 7 | 5.0 | nt | nt | nt | 4
Nc1ccc(NC(=O)NC2CCCCC2)cc1 | -3 | 3 | -4.0 | 3 | 3 | -1 | -4
CCCS(=O)(=O)NC(=O)C1(C)CCN(C(=O)c2cc(C)n(C(C)(C)C)n2)C1 (stereo not drawn) | 2 | -1 | nt | 5 | nt | 0 | 2
O=[N+]([O-])c1ccc(NN=CC2CCCCCC2)c([N+](=O)[O-])c1 | 2 | -9 | 0.2 | nt | nt | nt | -2
Nc1cc(=O)[nH]c(SCC(=O)Nc2cccnc2Cl)n1 | -3 | 3 | 0.0 | 2 | -2 | 19 | 3
